Screening data from PubChem.
NSD2 inh: NSD2 histone methyltransferase inhibitors, primary screen, biochemical, AlphaScreen, single concentration, set 2; Histone-lysine N-methyltransferase NSD2 (Homo sapiens), O96028; NSD2 peptide methylation, 120 min; 310,000 tested, 0.54% active; inhibition, % at 12.5 µM; in the data active means inhibition above about 50%
PKA-R2B activ: activators of PKA-R2B holoenzyme, primary screen, biochemical, fluorescence polarization, Cy5-IP20, human; 340,000 tested, 0.079% active; activation, % at 11.4 µM; PKA-R2B holoenzyme dissociation; R2B truncated from residue 108, S112A mutant; 0% DMSO only, 100% 113 µM cGMP; cAMP-dependent protein kinase catalytic subunit beta (Homo sapiens) + cAMP-dependent …;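 active means activation above a cutoff set at the mean over all compounds plus 3 SD, cut at about 18% in these data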;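 further: higher means more holoenzyme dissociation and a rise in polarization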
Target sequence (P31323 whole entry, looked up, other chains not shown, the tested form may be a part): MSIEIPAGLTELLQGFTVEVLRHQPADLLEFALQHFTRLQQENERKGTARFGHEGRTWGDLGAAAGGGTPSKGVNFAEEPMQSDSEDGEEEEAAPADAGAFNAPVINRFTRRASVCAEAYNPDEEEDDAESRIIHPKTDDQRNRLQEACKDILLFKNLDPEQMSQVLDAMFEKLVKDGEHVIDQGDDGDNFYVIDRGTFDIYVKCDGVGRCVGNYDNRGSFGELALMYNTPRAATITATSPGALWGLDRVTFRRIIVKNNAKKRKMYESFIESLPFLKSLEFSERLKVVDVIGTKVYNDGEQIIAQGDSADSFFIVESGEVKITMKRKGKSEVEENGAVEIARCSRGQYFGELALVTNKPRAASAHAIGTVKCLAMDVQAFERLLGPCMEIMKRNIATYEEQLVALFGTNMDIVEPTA
SR-BI DiI inh: inhibitors of SR-BI mediated HDL lipid uptake, primary screen, ldlA[mSR-BI] cells, fluorescence, single point | Scavenger receptor class B member 1 (Mus musculus), Q61009 | ldlA[mSR-BI] CHO cells, DiI-HDL uptake fluorescence, 3 h | inhibition, % at 12.5 µM | 320,000 tested, 0.96% active | AID 488896, 2010;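 active means mean replicate inhibition of at least 70% and a set share of replicates each scoring 70 or more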;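 further: 0% = median of neutral control wells and 100% = median of positive control wells; values of inactives mirror those of a sister screen read the other way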
Arr AP2 block: inhibitors of beta-arrestin/AP2 binding, primary screen, biochemical, GPCR trafficking, flow cytometry | beta-arrestin 1 C-terminal peptide binding to AP2 beta2-adaptin appendage (human) | FITC-arrestin peptide / GST-AP2 beads; AP2 beta2 appendage carries R879A mutation | inhibition, % at 10 µM | 340,000 tested, 0.31% active;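 active means inhibition above a set limit, near 3 SD of compounds lacking own fluorescence, cut at about 54% in these data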;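 further: plate controls were DMSO wells for no effect and 5 µM unlabelled arrestin peptide for full effect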
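System: GST-AP2 R879A glutathione beads; medium: PBS, Tween 20 0.05%, BSA 0.1%; reagent: fluorescein-tagged arrestin peptide at 50 nM final; schedule: pre-incubation 12 min, peptide binding 1 h, room temperature; detection: flow cytometry, FL1 (488/535 nm); read-out: inhibition as reduced fluorescein signal on beads, percent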
Cardiac RTF inh: cardiac RTF calcium sensitivity inhibitors, primary screen, biochemical, IANBD-TnC fluorescence, EC70 calcium. Troponin I, cardiac muscle (Homo sapiens) + Troponin T, cardiac muscle (Homo sapiens) + …. IANBD-labeled cardiac RTF, Ca2+ fluorescence. inhibition, % at 7.15 µM. 340,000 tested, 0.12% active;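 active means inhibition above the mean inhibition of all tested compounds plus 3 SD, cut at about 17% in these data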;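 further: assay run at fixed EC70 calcium of 1.6 mM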
SR-BI DiI-HDL act: activators of SR-BI mediated DiI-HDL uptake, primary screen, ldlA[mSR-BI] CHO cells, DiI fluorescence | 3 h; 100 = double the neutral-control signal | 320,000 tested, 0.096% active | activation, % at 12.5 µM | AID 504775, 2011;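 active means mean replicate activation of at least 60% and every replicate at or above 60%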;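 further: 0% = median plate neutral-control signal and 100% = twice that signal; values of inactives mirror those of a sister screen read the other way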
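Test system: SR-BI-overexpressing, LDLR-lacking CHO cells; Medium: Ham's F12 with 0.5% BSA, HEPES 25 mM, pH 7.4; Schedule: 3 h, 37 °C; Technique: bottom-read fluorescence, 550/595 nm.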
LANA DNA inh: inhibitors of KSHV C-LANA binding to DNA, primary screen, biochemical, fluorescence polarization, FAM-LBS DNA, MBP-C-LANA, single point. 340,000 tested, 0.078% active. Kaposi's sarcoma herpesvirus LANA C-terminal domain (residues 932-1162) DNA binding. inhibition, % at 9 µM;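 active means highest replicate inhibition at or above 60% at 9 µM, even if other replicates fall short; inactive means all replicates below 60% inhibition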;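 further: 0% = neutral control wells and 100% = 4 µM acridine orange control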
PvdQ acylase: P. aeruginosa PvdQ acylase inhibitors, primary screen, biochemical, fluorescence, plate reader and imaging, single point; purified PvdQ acylase; AID 488965, 2010; 340,000 tested, 0.063% active; PvdQ acylase [Pseudomonas aeruginosa LESB58]; inhibition, % at 10 µM; in the data active means inhibition above about 30%, passing the limit was not always enough;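 further: 0% = vehicle neutral wells and 100% = reference inhibitor wells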
DAGLB inhibitor: DAGLB lipase inhibitors, primary screen, biochemical, fluorescence, HTS; Diacylglycerol lipase-beta (Homo sapiens), Q8NCG7; HEK293T DAGLB membrane lysate, EnzChek fluorogenic substrate; inhibition, % at 5.17 µM; 340,000 tested, 0.059% active; AID 504411, 2011; in the data active means inhibition above about 34%;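 further: 0% = enzyme with vehicle and 100% = wells lacking enzyme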
Keap1 Nrf2 FP: Keap1-Nrf2 protein-protein interaction inhibitors, primary screen, biochemical, fluorescence polarization, single point | Kelch-like ECH-associated protein 1 (Homo sapiens), Q14145 | inhibition, % at 9.4 µM | 340,000 tested, 0.15% active | Keap1 Kelch-Nrf2 peptide fluorescence polarization, 1536-well | AID 504523, 2011; in the data active means inhibition above about 12%;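 further: human Keap1 Kelch domain with fluorescein labeled Nrf2 9mer peptide probe; 0% = neutral control wells and 100% = peptide positive control; higher means more block of Keap1 binding to Nrf2 peptide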
Target sequence (Q14145 whole entry, looked up, the tested form may be a part): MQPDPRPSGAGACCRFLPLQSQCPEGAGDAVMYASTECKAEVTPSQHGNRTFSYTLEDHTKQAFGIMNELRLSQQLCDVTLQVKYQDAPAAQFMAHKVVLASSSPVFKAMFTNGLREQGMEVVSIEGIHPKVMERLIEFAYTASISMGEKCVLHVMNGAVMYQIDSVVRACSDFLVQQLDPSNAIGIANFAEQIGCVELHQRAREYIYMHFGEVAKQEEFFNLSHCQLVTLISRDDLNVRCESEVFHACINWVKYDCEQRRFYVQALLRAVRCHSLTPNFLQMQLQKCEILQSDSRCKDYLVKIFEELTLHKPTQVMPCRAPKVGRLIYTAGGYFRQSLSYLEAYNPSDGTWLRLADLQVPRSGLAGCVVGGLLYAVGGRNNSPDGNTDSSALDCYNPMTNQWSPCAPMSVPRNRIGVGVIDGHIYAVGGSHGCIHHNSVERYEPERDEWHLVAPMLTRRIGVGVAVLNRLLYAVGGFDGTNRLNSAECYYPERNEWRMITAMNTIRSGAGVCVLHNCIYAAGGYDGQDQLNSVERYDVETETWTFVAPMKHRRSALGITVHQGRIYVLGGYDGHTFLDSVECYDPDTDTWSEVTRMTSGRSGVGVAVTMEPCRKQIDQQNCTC
Numbers without * were called inactive; · = not tested or not shown.

SMILES | NSD2 inh | PKA-R2B activ | SR-BI DiI inh | Arr AP2 block | Cardiac RTF inh | SR-BI DiI-HDL act | LANA DNA inh | PvdQ acylase | DAGLB inhibitor | Keap1 Nrf2 FP
Cc1cccc(C(=O)N2CCN(S(=O)(=O)N3CCCCC3)CC2)c1 | -0.9 | 7.7 | -23.4 | -4.8 | -4.8 | 23.4 | 0.3 | -8.1 | 1.0 | -3.6
COC(=O)c1cccc(OCC(O)Cn2cnc3cc(C)c(C)cc32)c1 (centres undefined) | 1.8 | -2.0 | -17.6 | -3.8 | -2.4 | 17.6 | -4.8 | 8.1 | -0.9 | 7.2
O=C(c1cc(C(=O)NCCc2ccccc2)c(=O)n(CCc2ccccc2)c1)c1cc(Cl)ccc1O | -1.0 | -5.0 | 55.9 | 32.2 | -5.0 | -55.9 | 1.3 | -0.3 | -6.2 | -0.3
COCCOC(=O)c1c(C)oc2ccc(NS(=O)(=O)c3ccc(F)cc3)cc12 | 12.0 | -2.3 | -8.5 | -9.8 | 4.7 | 8.5 | -1.6 | -0.7 | -4.2 | -0.3
COC(=O)c1ccccc1S(=O)(=O)N(CCCN1CCOCC1)Cc1cccs1 | -0.5 | -3.8 | -30.7 | 16.3 | -1.3 | 30.7 | 0.4 | 1.9 | -1.8 | -1.1
Cc1cccc(Nc2nc(NCc3ccco3)nc(N)c2[N+](=O)[O-])c1 | 96.4* | 4.2 | 32.9 | -4.2 | 0.1 | -32.9 | -1.4 | -5.5 | -4.3 | -3.2
COc1cc(C(=S)N2CCOCC2)ccc1OC(=O)Cc1ccc(F)cc1 | 0.5 | -0.8 | -12.6 | 2.9 | -12.7 | 12.6 | 0.5 | -12.3 | -1.8 | 0.4
CN(C(=O)c1cccc(NC(=O)Cc2ccc(NC(=O)C3CCN(S(=O)(=O)c4cccc([N+](=O)[O-])c4)CC3)cc2)c1)C1CC1 | · | 3.6 | 56.2 | 3.0 | -1.1 | -56.2 | -1.5 | -6.2 | 3.4 | 0.3
COc1ccc(C(CCN2CCCC(C)C2)c2c(OC)cc(OC)c3c(C)cc(=O)oc23)cc1 (centres undefined) | · | -10.3 | -15.3 | 0.4 | 1.4 | 15.3 | -0.4 | -17.3 | 0.9 | -6.7
O=C(Nc1ccccc1F)c1ccn[nH]1 | -1.8 | -2.0 | -7.6 | -19.8 | -1.6 | 7.6 | 2.7 | -12.5 | 1.9 | 3.1

(further entries)
SMILES | NSD2 inh | PKA-R2B activ | SR-BI DiI inh | Arr AP2 block | Cardiac RTF inh | SR-BI DiI-HDL act | LANA DNA inh | PvdQ acylase | DAGLB inhibitor | Keap1 Nrf2 FP
CSc1ccc(S(=O)(=O)N(CC(=O)NCc2ccccn2)c2ccc(C)cc2)cc1 | -3.3 | 6.9 | · | -7.1 | -5.7 | · | 0.7 | -13.6 | -2.1 | 0.6
CCCc1nnc(NC(=O)CSc2nnc(-c3ccco3)n2C)s1 | 0.9 | -3.4 | · | 16.2 | 12.1 | · | 1.2 | 5.1 | -0.9 | -3.2
O=C(CNS(=O)(=O)c1cccc(C(F)(F)F)c1)Nc1ccccc1F | -0.8 | -10.9 | 12.2 | 12.9 | 1.6 | -12.2 | -2.1 | 3.8 | 2.3 | 0.1
COc1ccc(/C=C/c2nnc(NC(=O)C(C)(C)C)s2)cc1 | -0.6 | -11.2 | 7.8 | 17.2 | -7.5 | -7.8 | 1.8 | 8.0 | 0.4 | 2.6
CC(=O)NC(CCC(=O)O)C(=O)O (centres undefined) | · | -10.3 | -16.4 | -1.6 | -1.7 | 16.3 | 4.3 | -5.7 | 4.0 | -0.2
Cc1cccc(COc2ccc(/C=N/NC(=O)c3nnn(-c4nonc4N)c3C)cc2)c1 | -5.3 | -5.0 | 50.9 | -21.9 | -7.2 | · | -2.2 | -9.0 | -0.5 | -2.1
CCOc1ccc(S(=O)(=O)NCCC(=O)N2CCN(c3ncccn3)CC2)cc1 | 1.1 | 9.0 | -28.7 | -16.0 | -6.3 | 28.7 | 0.6 | -12.8 | -1.5 | 1.2
Nc1c(C(=O)CSc2nc(-c3ccccc3)cs2)c(=O)[nH]c(=O)n1C1CC1 | -0.4 | 16.8 | -25.8 | 17.1 | -5.6 | 25.8 | 0.2 | -4.0 | 1.5 | 1.0
CCC(=O)Nc1ccc2c(c1)nc1n2CCN(C2CCCCC2)C1 | · | -7.7 | 9.1 | 8.8 | 1.7 | -9.1 | -2.4 | -14.4 | 0.8 | -0.7
CCc1c(C(C)=O)oc2ccc3c(C)cc(=O)oc3c12 | -3.0 | -7.4 | 37.8 | -4.3 | -7.3 | -37.8 | -0.1 | -11.7 | -10.3 | -0.9

(continued)
SMILES | NSD2 inh | PKA-R2B activ | SR-BI DiI inh | Arr AP2 block | Cardiac RTF inh | SR-BI DiI-HDL act | LANA DNA inh | PvdQ acylase | DAGLB inhibitor | Keap1 Nrf2 FP
Cn1cnc([N+](=O)[O-])c1Sc1ncn[nH]1 | 0.7 | -5.3 | -15.2 | 0.2 | -5.4 | 15.2 | 0.9 | -17.8 | -0.2 | -0.5
Fc1ccc(NCc2cccnc2)cc1F | -4.1 | -8.5 | -7.2 | -11.4 | -5.9 | 7.2 | 9.3 | -9.6 | 0.0 | 3.9
COc1ccccc1/C=C/CN1CCCCC1 | 0.7 | -11.2 | -15.9 | -13.0 | -3.7 | 15.9 | 1.2 | -8.1 | 0.8 | -2.4
CCOC(=O)CCCNC(=O)COC(=O)[C@@H]1CCCN1S(=O)(=O)c1ccc(Cl)cc1 | 2.3 | 10.1 | -20.9 | 38.4 | 11.7 | 20.9 | 2.2 | 12.0 | 1.7 | 1.1
Cc1ccc(S(=O)(=O)NCC2(c3ccccc3)CCOCC2)cc1 | 2.2 | -8.4 | -1.3 | 8.5 | 0.9 | 1.3 | -0.7 | -8.1 | -1.5 | 0.4
Cc1ccc(/C=C2\C(=N)N3N=C(CC(=O)N4CCOCC4)SC3=NC2=O)o1 | 4.5 | -6.1 | -34.7 | -14.5 | -1.4 | 34.7 | 2.6 | -6.2 | -0.2 | -3.0
O=C1CCCC2=C1CC(C(=O)OCc1ccccc1)C(=O)N2Cc1ccccc1 (centres undefined) | · | 3.5 | 2.8 | 4.6 | -3.9 | -2.8 | -1.5 | 12.2 | -3.2 | -6.5
CC1CN(C(=O)/C=C/c2cccc([N+](=O)[O-])c2)CC(C)O1 (centres undefined) | -0.8 | 7.0 | -1.0 | -2.3 | 6.3 | 1.0 | -2.8 | 0.3 | -0.8 | 1.0
Cc1nn(C(C)C(=O)NCC2CCCO2)c(=O)c2cc3occc3n12 (centres undefined) | -3.6 | 2.6 | -8.2 | 8.8 | -8.5 | 8.2 | 2.9 | -11.9 | -1.1 | 1.1
Cc1ccccc1NC(=O)COc1ccc(Br)cc1C | -1.8 | -2.1 | -6.7 | -2.5 | -4.9 | 6.7 | -0.5 | -15.3 | -19.2 | -5.0

Following part.
SMILES | NSD2 inh | PKA-R2B activ | SR-BI DiI inh | Arr AP2 block | Cardiac RTF inh | SR-BI DiI-HDL act | LANA DNA inh | PvdQ acylase | DAGLB inhibitor | Keap1 Nrf2 FP
COC(=O)c1[nH]c2ccc(C)cc2c1NC(=O)NC1CCCCC1 | · | 11.9 | -7.9 | -10.5 | -4.0 | 7.9 | 2.2 | -22.2 | 1.4 | 1.4
Cc1ccc2ncnc(Oc3ncccc3[N+](=O)[O-])c2c1 | -1.6 | -9.4 | -8.1 | 5.1 | -1.3 | 8.1 | 0.4 | 2.1 | 0.2 | -7.8
CC(C)(C)NC(=O)C(c1ccc(O)cc1)N(C(=O)Cn1nnc(-c2ccc(F)cc2)n1)c1ccccc1F (centres undefined) | -1.7 | -11.4 | -22.5 | -2.9 | -2.1 | 22.5 | -0.8 | -5.4 | 2.2 | -4.2
COc1ccc(N2CCN(c3nc(Cl)nc(Nc4ccc(F)cc4)n3)CC2)cc1 | 0.4 | -15.1 | 48.6 | 0.3 | -13.2 | -48.6 | -0.5 | -9.3 | -3.5 | -0.5
CC(=O)Nc1ccc(S(=O)(=O)Nc2nc3ccc(C)cc3s2)cc1 | -1.0 | 2.8 | -8.9 | 8.3 | -2.5 | 8.9 | 3.5 | 23.0 | 2.5 | 1.2
COc1ccc(-c2c(C)nn3c(N4CCOCC4)cc(C)nc23)cc1OC | -2.0 | 7.5 | -1.6 | -1.5 | -8.3 | 1.6 | 1.0 | -14.9 | 0.7 | 3.7
CCOc1ccc(NS(=O)(=O)c2cccc(C(=O)NCC3(N(C)C)CCCCC3)c2)cc1 | 2.0 | -10.3 | -26.6 | -4.7 | -5.2 | 26.6 | -0.2 | -14.0 | 3.0 | -0.2
CCCCN1C(=S)NC[C@@H]1c1ccccc1 | · | -3.9 | -6.5 | -0.7 | 8.5 | 6.5 | 0.1 | 9.4 | -1.8 | -3.7
C=CCn1c(SCc2cccnc2)nnc1-c1ccncc1 | -0.4 | -6.2 | -6.4 | -1.7 | -3.8 | 6.4 | 0.2 | -11.1 | -0.1 | 0.6
O=C(c1ccc([N+](=O)[O-])cc1[N+](=O)[O-])N1CCc2ccccc21 | -0.1 | 13.0 | 2.2 | 8.2 | -5.6 | -2.2 | -2.3 | -16.8 | -0.3 | -1.7
CCCCNC(=O)OC(C)CNC(=O)Oc1cccc(C)c1 (centres undefined) | -0.4 | -4.5 | 5.2 | -50.0 | -15.3 | -5.2 | -0.4 | 1.1 | -0.8 | 1.7
COc1ccc(NC(=O)Nc2ncn(Cc3cccc(C(F)(F)F)c3)n2)cc1OC | 2.5 | -5.5 | 9.3 | 1.4 | 0.3 | -9.3 | 0.3 | -13.8 | 3.5 | -8.9

Limited to SR-BI DiI inh and Keap1 Nrf2 FP (2 entries from above):
Molecule | SR-BI DiI inh | Keap1 Nrf2 FP
COc1ccc(-c2c(C)nn3c(N4CCOCC4)cc(C)nc23)cc1OC | -1.6 | 3.7
CCOc1ccc(NS(=O)(=O)c2cccc(C(=O)NCC3(N(C)C)CCCCC3)c2)cc1 | -26.6 | -0.2
